KB-V1 cytotox: kills drug-selected multidrug resistant KB-V1 cells. KB-V1 MDR cells viability, CellTiter-Glo, 72 h. Potency, µM (top dose mostly 46.1 µM), for inactives: at the top dose activity change, negative = cytotoxicity, most hits filed as cytotoxic. 400,000 compounds, 3.4% hits. AID 1347076; also: potency is read from the fitted curve at half-maximal effect; % is scaled to controls: 0 for no effect and ±100 for the full control effect; nearly all actives have a fitted effect of over 60% in size
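Cytotoxicity toward P-gp-expressing KB-V1 cells was determined as loss of CellTiter-Glo luminescence after 72 h at 37 degrees C. Compounds were tested in quantitative HTS format across a concentration range, with curves fitted to normalized data.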
HEK293 tox: cytotoxicity in counter-screen for GLP-1R inverse agonists. 410,000 compounds, 0.13% hits. HEK293 cAMP-luciferase reporter cells, luminescence, 24 h. Potency, µM (doses to about 38.3 µM), for the others: at the top dose activity change, negative = inhibition, most hits filed as inhibitors;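 also: loss of luciferase light is scored as toxicity; potency is read from the fitted curve at half-maximal effect; % is scaled to controls: 0 for no effect and ±100 for the full control effect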
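To flag toxic compounds, the library was rerun on cells for 24 hr at 37 deg C and 5% CO2. Viability-linked luminescence was captured 12 min after adding luciferase detection reagent.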
GLP1R ag: activates the human GLP-1 receptor; P43220; AID 624172; HEK293 GLP-1R CRE-luciferase, luminescence, 4-6 h; cells express a hypersensitive GLP-1R form; 380,000 compounds, 0.007% hits; Potency, µM (doses to about 45.6 µM), inactives show at the top dose activation, most hits filed as activators; also: potency is read from the fitted curve at half-maximal effect; % of control where 0% means no effect
Target sequence (P43220 whole entry, looked up): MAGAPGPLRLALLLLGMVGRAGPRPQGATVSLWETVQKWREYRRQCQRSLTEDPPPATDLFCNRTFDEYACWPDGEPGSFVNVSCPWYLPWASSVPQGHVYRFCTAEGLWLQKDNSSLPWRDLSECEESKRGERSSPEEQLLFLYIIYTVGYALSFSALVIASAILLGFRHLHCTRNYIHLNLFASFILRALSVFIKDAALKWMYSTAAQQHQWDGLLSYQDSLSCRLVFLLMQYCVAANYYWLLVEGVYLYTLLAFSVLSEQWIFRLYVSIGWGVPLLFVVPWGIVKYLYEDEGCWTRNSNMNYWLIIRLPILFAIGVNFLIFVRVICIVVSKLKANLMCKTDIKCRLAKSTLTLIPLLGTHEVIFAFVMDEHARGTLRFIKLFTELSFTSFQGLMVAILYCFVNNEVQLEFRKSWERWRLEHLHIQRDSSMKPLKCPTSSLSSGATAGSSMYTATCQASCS
aSyn rescue: rescues yeast growth from alpha-synuclein toxicity; Yeast expressing alpha-synuclein, growth rescue, BacTiter-Glo, 24 h; Potency, µM (titrated, usually from 46.1 µM), for the others: at the highest dose growth rescue (activation), usual class: activators; 370,000 compounds, 0.14% hits; AID 652106; also: potency is read from the fitted curve at half-maximal effect; % of control where 0% means no effect; nearly all actives have a fitted effect of over 65% in size
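Galactose-induced alpha-syn yeast (OD600=0.02, raffinose-pregrown) + pinned cpd, 24 hr, 30 deg C; growth by BacTiter-Glo luminescence. Growth restoration scores as activation.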
GLP-1R inv ag: GLP-1 receptor (human) inverse agonism. P43220. HEK293 GLP-1R CRE-luciferase, luminescence, 24 h; GLP-1R form is constitutively active. Potency, µM (series often up to 38.3 µM), for the others: at the top dose activity change, negative = inhibition, hits mostly inhibitors. 410,000 compounds, 1.6% hits; also: potency is read from the fitted curve at half-maximal effect; % is scaled to controls: 0 for no effect and ±100 for the full control effect; nearly all actives have a fitted effect of over 55% in size
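qHTS in 1536-well format: reporter HEK293 cells expressing constitutive GLP-1R activity in DMEM + 10% Nu serum, 24 hr with compounds at 37 deg C, luminescence read after 12 min with detection reagent.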
TDP-43 yeast inh: rescues yeast growth from TDP-43 toxicity. TDP-43 expressing yeast growth rescue, BacTiter-Glo, 24 h. Potency, µM (highest dose often 46.1 µM), for the others: at the top dose growth rescue (activation), hits mostly activators. 410,000 compounds, 1.8% hits; also: potency is read from the fitted curve at half-maximal effect; % of control where 0% means no effect; nearly all actives have a fitted effect of over 50% in size
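In this qHTS, compounds that restore growth of yeast expressing TDP-43 appear as activators. Cells (OD600=0.02, galactose medium, raffinose-pregrown) are incubated with compound 24 hr at 30 deg C and growth is quantified by BacTiter-Glo.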
PTHR1 ag: agonists of human PTHR1 parathyroid hormone receptor | 410,000 compounds, 0.075% hits | Potency, µM (top dose mostly 115 µM), for inactives: at the highest dose activation, hits mostly activators | Q03431 | HEK293 GP2 PTHR1 cells, GloSensor cAMP luminescence, 1 h | AID 743266; also: potency is read from the fitted curve at half-maximal effect; nearly all actives have a fitted effect of over 55% in size; some results filed as inactive show a strong effect at the top dose; inactives centre near -15; many of its hits are not listed in these tables
Target sequence (Q03431 whole entry, looked up): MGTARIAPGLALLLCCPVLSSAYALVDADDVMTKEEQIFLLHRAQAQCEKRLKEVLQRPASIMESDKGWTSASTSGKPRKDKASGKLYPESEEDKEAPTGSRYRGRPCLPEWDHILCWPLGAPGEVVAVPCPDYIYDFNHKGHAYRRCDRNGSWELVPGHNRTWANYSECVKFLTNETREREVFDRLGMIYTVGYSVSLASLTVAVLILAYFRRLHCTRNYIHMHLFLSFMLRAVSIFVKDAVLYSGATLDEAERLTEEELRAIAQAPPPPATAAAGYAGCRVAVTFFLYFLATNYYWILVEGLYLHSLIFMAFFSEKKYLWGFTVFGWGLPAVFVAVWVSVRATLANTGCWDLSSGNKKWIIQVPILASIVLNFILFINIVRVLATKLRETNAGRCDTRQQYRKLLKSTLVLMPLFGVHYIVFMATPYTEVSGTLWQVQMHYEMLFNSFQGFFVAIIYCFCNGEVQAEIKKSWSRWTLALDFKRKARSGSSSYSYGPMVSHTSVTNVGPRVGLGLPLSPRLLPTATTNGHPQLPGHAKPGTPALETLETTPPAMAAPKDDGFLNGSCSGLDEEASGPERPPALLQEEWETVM
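HEK-293-derived GP2 cells expressing PTHR1 and a GloSensor cAMP reporter, 3,000/well, plated overnight, given luciferin plus IBMX (each 0.5 mM as added) for 1 h at 37 °C, then compound for 1 h at 37 °C. Luminescence was read after 15 min at room temperature.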
D3 ag: activates the human D3 dopamine receptor | P35462 | D3R DiscoveRx beta-arrestin cells, luminescence, 90 min | max activation, % | 410,000 compounds, 0.58% hits | AID 652048; in the data active = max activation above about 30%; also: 0% is about no effect; mostly tested at two doses, the higher about 12 µM
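Agonist-mode cell screen: cells plated at 1500/well and incubated overnight at 37 °C, then exposed to library compounds for 90 min at 37 °C. Detection reagent was added for 30–60 min at room temperature, and luminescence was read.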
D3 antag: D3 dopamine receptor (human) antagonism; P35462; max response, negative = inhibition, %; D3R cells, DiscoveRx beta-arrestin luminescence, antagonist mode; active compounds read low; 360,000 compounds, 2.5% hits; in the data active = max response below about -50%; inconclusive = no clear call, values can overlap the other calls; also: % is scaled to controls: 0 for no effect and ±100 for the full control effect; mostly tested at two doses, the higher about 12 µM
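Cells expressing the human receptor were seeded at 1500 cells/well, incubated overnight at 37 degrees C in 5% CO2, then exposed to library compounds with dopamine controls for 90 minutes at 37 degrees C before luminescent detection.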
The depositor's hits bear a star; i = inactive; ? = inconclusive; · = not tested or not shown; [ ] = remark or other dose. Unless noted, calls follow the shape of the dose curve; as a rule, active = well fitted curve in the direction sought with a large enough effect; inconclusive = small, poorly fitted or top-dose-only effect, or another doubt; inactive = no such curve, though single readings can be large; an effect the other way counts as inactive or inconclusive.

Results follow in this order: KB-V1 cytotox	HEK293 tox	GLP1R ag	aSyn rescue	GLP-1R inv ag	TDP-43 yeast inh	PTHR1 ag	D3 ag	D3 antag
[1] COc1ccccc1CCNC(=O)Cn1ccc2cc(S(=O)(=O)N3CCCCCC3)ccc21
→ 0%	7%	·	·	?	13%	-62%[inhibitor]	6	·
[2] CCCCN(C(=O)c1ccc2c(c1)OCO2)c1ccccc1
→ ?	5%	12%	6%	10µM*	8%	0%	-5	0
[3] Cc1ccc(/C(O)=C2/C(=O)C(=O)N(c3ccccn3)C2c2ccc([N+](=O)[O-])cc2)cc1 (stereo not given)
→ -19%	-5%	-5%	16%	-27%	-48%[inhibitor]	-17%	-1	-8
[4] N#C/C(=C/c1ccc(N2CCCCC2)o1)C(=O)Nc1ccc(Cl)cc1
→ -17%	-2%	-13%	-9%	8%	-8%	-15%[57.5 µM]	2	16
[5] C=C(C)COc1ccc(-c2[nH]ncc2Oc2ccc(OC)cc2)c(O)c1
→ -2%	?	10%	-83%[inhibitor]	?	?	-56%[inhibitor]	-8	-17
[6] O=c1c(Cc2c(F)cccc2Cl)c(O)ccn1CCCN1CCOCC1
→ 12%	1%	0%	-2%	10%	-16%	-23%	-2	-4
[7] COc1ccc(N(CC(=O)N2CCN(Cc3ccccc3)CC2)S(C)(=O)=O)cc1Cl
→ -26%	1%	-3%	-1%	-29%	-2%	-61%[inhibitor]	-12	-27
[8] CCOc1ccc(NS(=O)(=O)c2c(C)nc3sc(C)c(C)n3c2=O)cc1
→ ?	-5%	·	·	-20%	0%	-7%	9	·
[9] COc1ccccc1/C=C/C(=O)NCC(=O)n1nc(C)cc1C
→ 22%	3%	9%	0%	-1%	-15%	i	-2	2
[10] COc1ccc(-c2c(C)[nH]n3c(=O)c(Cc4ccccc4)c(C)nc23)cc1OC
→ -5%	-5%	11%	5%	?	-9%	-17%	9	3
[11] CC1CCCCC1NC(=S)NC(=O)c1cccs1 (stereo not given)
→ -3%	?	6%	-5%	8.9µM*	27%	-70%	4	6
[12] COc1cccc(C(c2c(O)cc(C)n(Cc3ccco3)c2=O)N2CCC(C)CC2)c1 (stereo not given)
→ 11%	-3%	·	·	-1%	10%	i	3	·
[13] CCOc1ccc(-n2c(=S)sc3c(=O)n(-c4ccccc4)c(SCC(=O)O)nc32)cc1
→ ?	2%	2%	-4%	1%	-7%	i	-4	-21
[14] COc1nc(C)nc2c1sc1nc3c(cc12)COC(C)(C)C3
→ 5%	9%	-20%	7%	13%	27%	-12%	-1	6
[15] CC(Oc1ccccc1)C(=O)N=Nc1c(O)[nH]c2ccc([N+](=O)[O-])cc12 (stereo not given)
→ 3%	2%	-3%	4%	-15%	11%	-21%	-5	-20
[16] COc1ccc(Cn2c(N)c(C#N)c3nc4ccccc4nc32)cc1
→ ?	157%[activator]	7%	-4%	2%	-23%	i	-2	23
[17] Cc1c(C(=O)N(C)C)sc(NC(=O)c2cc([N+](=O)[O-])cc([N+](=O)[O-])c2)c1C#N
→ 8%	?	-5%	-6%	9%	-13%	-32%	-3	-91*
[18] CCCCn1c(N)c(N(Cc2ccccc2OC)C(=O)c2ccc([N+](=O)[O-])s2)c(=O)[nH]c1=O
→ -16%	-11%	5%	4%	-7%	-11%	-5%	-1	3
[19] COc1ccc(NC(=O)CSc2nnc(CCC(=O)O)c(=O)n2N)cc1
→ 10%	2%	-4%	-4%	13%	-9%	i	1	12
[20] CCN(CC)c1ccc(/C=N/NC(=O)OC)c(O)c1
→ ?	-21%	6%	-9%	29%	13%	-3%	1	0
[21] CCOC(=O)C1(C)CCCN(C(=O)c2ccc(C#N)cc2)C1 (stereo not given)
→ 3%	3%	1%	-1%	15%	?	i	4	19
[22] Cc1ccc(-n2c(=O)c3ccccc3n(CC(=O)NCc3ccco3)c2=O)cc1
→ 12%	-11%	1%	-3%	4%	-1%	i	-6	2
[23] O=C(CCCC(=O)N1CCN(c2ccc([N+](=O)[O-])cc2)CC1)c1ccccc1
→ ?	-30%	3%	11%	-4%	-5%	-41%	1	8
[24] Cc1ccc(NC(=O)C2CCCN(S(=O)(=O)c3cccc4nsnc34)C2)c(C)c1 (stereo not given)
→ 7%	3%	-2%	·	-11%	9%	-34%[inhibitor]	1	·
[25] Cc1ccc(NC(=O)COc2ccccc2[N+](=O)[O-])nc1
→ -23%	11%	2%	-2%	?	13%	-36%[inhibitor]	-2	9
[26] CCCCOc1ccc(C(=O)NCC(=O)OCCCOC(=O)CNC(=O)c2ccc(OCCCC)cc2)cc1
→ -14%	-30%	3%	1%	2%	6%	-3%	3	0
[27] Cc1ccc(C)c2nc(SCC(=O)NCc3cccs3)c(C#N)cc12
→ 2%	7%	-4%	5%	0%	-14%	i	-21	-18
[28] O=C(Nc1ccc(O)cc1)c1ccc(NC(=O)c2ccco2)cc1
→ 9%	0%	6%	-4%	?	-27%	i	18	-7
[29] O=C(NC(=S)NCc1ccc(Cl)cc1)c1ccco1
→ -15%	-64%	1%	-13%	?	?	i	-4	-12
[30] O=C(NCC(c1cccnc1)N1CCc2ccccc2C1)C(=O)Nc1ccccc1 (stereo not given)
→ ?	3%	·	·	-20%	0%	-16%	0	·
[31] c1coc(-c2ccnc(-c3ccncc3)n2)c1
→ 0%	15%	3%	-2%	77%[activator]	9%	i	7	2
[32] CC(=O)Nc1ccc(S(=O)(=O)NC2CCSc3ccccc32)cc1 (stereo not given)
→ 0%	1%	8%	-5%	5%	-10%	-84%[inhibitor]	0	-16
[33] CCC(CC)CN1CCC(CN2C(=O)C(=O)NC[C@@H]2CC(C)C)CC1
→ -8%	6%	1%	-5%	4%	2%	-23%	0	10
[34] Cc1cccc(CS(=O)(=O)Cc2ccc(C(=O)NCc3cccs3)o2)c1
→ -24%	7%	4%	-3%	0%	-10%	-13%	32*	6
[35] CNC(=O)NC(=O)C(C)Oc1ccccc1F (stereo not given)
→ 3%	2%[0.307 µM]	-1%	8%	-6%[0.307 µM]	16%	i	-3	-1
[36] O=C(CNCc1ccccc1)Nc1ccc(Oc2ccccc2)cc1
→ -11%	0%	18%	1%	?	-17%	-62%[inhibitor]	-7	-27
[37] Fc1cccc(Cc2c(-c3cccc(Cl)c3)nc3c(Cl)cc(C(F)(F)F)cn23)c1
→ 7%	1%	0%	-1%	28%	2%	5%	-11	-27
[38] CN1C(=O)c2ccccc2C(C(=O)NCc2ccco2)C1c1c[nH]c2ccccc12 (stereo not given)
→ ?	2%	0%	-2%	-14%	-2%	i	1	0
[39] O=C(CCCSc1nc2ccccc2[nH]1)NC1CCCCC1
→ -12%	-5%	9%	-4%	-9%	-11%	-2%	0	-8
[40] O=C(N/N=C/c1ccc([N+](=O)[O-])cc1)c1cccnc1
→ -25%	21%	-6%	-9%	8%	3%	-5%	-9	-19
[41] CCNC(=S)NCc1ccc2c(c1)OCO2
→ -14%	-10%	-1%	-2%	19%	6%	i	3	8
[42] CN(C)S(=O)(=O)c1ccc(C(=O)NCc2nnc(SCC(=O)Nc3ccc(F)cc3)n2-c2ccc(F)cc2)cc1
→ 3%	-9%[1.53 µM]	2%	-2%	4%	9%	i	-1	13
[43] CCC(C)c1ccccc1NC(=O)COC(=O)c1ccc2[nH]c3c(c2c1)CCCC3 (stereo not given)
→ 21µM*	8%	-8%	-8%	5.6µM*	-10%	-30%	10	8
[44] COc1ccc(Nc2nc(Cl)nc(NCc3ccco3)n2)cc1
→ 2%	-8%	7%	1%	8%	-4%	-69%[inhibitor][57.5 µM]	-8	1
[45] CCOC(=O)C1=C(C)NC(SC)=C(C#N)C1CC(C)C (stereo not given)
→ 5.2µM*	?	21%	12%	?	5%	-15%	-1	-23
[46] C=CCc1cc(OC)ccc1OCCN1CC(C)OC(C)C1 (stereo not given)
→ 8%	4%	-4%	-5%	1%	-13%	-14%	-24	-24
[47] Cc1ccc(/C=C/c2onc(C)c2S(=O)(=O)N2CCC(C(=O)Nc3ccc(OC(F)(F)F)cc3)CC2)cc1
→ ·	-2%	·	·	9%	5%	i	-3	·
[48] O=C(COC(=O)c1c2ccccc2cc2ccccc12)Nc1ncc(C(F)(F)F)cc1Cl
→ -8%	38%[activator]	-9%	0%	-9%	9%	-5%[57.5 µM]	8	29
[49] COc1ccc(/C=N/OC(=O)Nc2ccccc2)cc1[N+](=O)[O-]
→ -14%	2%	23%	-7%	59%[activator]	?	-8%	-3	3
[50] CO[C@@H]1CN(C)C(=O)c2cc(NC(=O)Nc3cc(F)ccc3F)ccc2OC[C@H](C)N(C(=O)c2cnccn2)C[C@@H]1C
→ -3%	-4%	·	-1%	3%	3%	i	-3	-10
[51] COc1cc(/C=N/NC(=O)NC23CC4CC(CC(C4)C2)C3)ccc1O
→ 18%	-11%	?	2%	?	14%	-21%	17	12
[52] Nc1cc(=O)[nH]c(SCC(=O)Nc2ccc3c(c2)CCC3)n1
→ -3%	2%	1%	4%	3%	-6%[9.22 µM]	i	-2	13
[53] CN1CCN(C2=Nc3c(Cl)cc(Cl)c4cccc2c34)CC1
→ -21%	?	4%	-4%	?	-16%	i	-8	-21
[54] NC(=O)c1ccc(NC(=O)CCCNC(=O)c2ccc(Cl)cc2)cc1
→ -4%	2%	5%	4%	10%	11%	-17%	-4	0
[55] COc1cccc(NC(=O)C2CCN(S(=O)(=O)c3ccc4c(c3)C(C)(C)C(=O)N4C)CC2)c1
→ ?	1%	10%	1%	5%	12%	i	1	9
[56] COc1cccc(SCc2noc(C(=O)NCCN(C)C)c2C(=O)NCCN(C)C)c1
→ ?	3%	-6%	-4%	?	5%	-5%	14	19
[57] CCOC(=O)c1nn(-c2ccccc2)c2nnc(Cc3ccccc3)c(=O)n12
→ -4%	-2%[1.53 µM]	-3%	6%	11%	15%	i	4	-3

Compound activity from PubChem.

Some of the compounds tested (hit frequency here may not be typical).
